hDAT+cocaine – human DAT dopamine uptake with cocaine, either direction; B-score at 10 µM; LLC-PK1 hDAT cells, [14C]-dopamine uptake with cocaine IC80; actives deviate in either direction; AID 449768; 1.3% of 110,000 active; Q01959;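 active = Z score or B-score, a plate-position-corrected score, falls beyond the plate's 99.7% confidence bounds, in either direction; inactive = both scores lie inside the 99.7% bounds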;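 also: scored against the spread of the other compound wells on the same plate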
Target sequence (Q01959 whole entry, looked up): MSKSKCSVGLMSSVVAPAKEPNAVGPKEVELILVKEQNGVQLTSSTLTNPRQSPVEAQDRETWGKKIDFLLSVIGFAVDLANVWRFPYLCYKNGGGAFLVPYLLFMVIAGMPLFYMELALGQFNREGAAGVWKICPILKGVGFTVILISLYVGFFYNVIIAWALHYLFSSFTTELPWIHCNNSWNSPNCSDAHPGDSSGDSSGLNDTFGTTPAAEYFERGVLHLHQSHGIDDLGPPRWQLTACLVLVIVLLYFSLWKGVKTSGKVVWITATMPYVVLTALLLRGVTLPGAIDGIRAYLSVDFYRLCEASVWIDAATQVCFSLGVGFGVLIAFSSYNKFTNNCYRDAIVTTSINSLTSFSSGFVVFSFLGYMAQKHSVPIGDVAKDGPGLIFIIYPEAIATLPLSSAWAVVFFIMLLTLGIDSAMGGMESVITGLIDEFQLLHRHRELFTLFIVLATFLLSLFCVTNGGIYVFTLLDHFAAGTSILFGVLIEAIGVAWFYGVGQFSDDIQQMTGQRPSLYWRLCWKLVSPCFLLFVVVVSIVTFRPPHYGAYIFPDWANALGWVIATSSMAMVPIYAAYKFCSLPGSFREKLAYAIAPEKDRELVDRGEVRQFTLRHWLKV
Numbers without * were called inactive. The list is partial. The share of hits here may be higher or lower than overall.

hDAT+cocaine | smiles
-0.98 | NC(=O)[C@@H]1CC2(CC(c3cccc(NC(=O)[C@@H]4CCC(=O)N4)c3)=NO2)CN1C(=O)Cc1ccc([N+](=O)[O-])cc1 (stereo partly specified)
0.74 | COC(=O)C[C@H]1c2ccccc2S(=O)(=O)N1c1cccc(OC)c1
-0.0021 | CC(=O)[C@@H]1[C@@H](C)N(Cc2ccccc2)C(=O)N[C@H]1c1ccccc1
-0.9 | CN(C)C(=O)[C@@H]1C[C@H]1[C@@H](NC(=O)OCc1ccccc1)c1ccccc1
-0.097 | C/C=C(\C)C(=O)NCCN1C2=NC[C@H](C)N2C[C@@H]1Cc1ccc(OC)cc1
1.2 | C=C1CCN([C@@H](CC(C)C)C(=O)NCc2cc(OC)c(OC)c(OC)c2)S(=O)(=O)c2ccccc21
0.028 | CCOC(=O)[C@@H]1[C@H]2COc3ccccc3[C@@H]2N2C(=O)N(c3ccc(F)cc3)C(=O)[C@]12C
-0.24 | COC(=O)[C@@H]1CCCN1C(=O)[C@@H](NC(=O)OC(C)(C)C)C(C)C
0.41 | Cc1ccc(C2CC(=O)Oc3cc(O)ccc32)cc1 (stereo unspecified)
-0.53 | NC(=O)[C@@H]1CCCNc2c(I)cc([N+](=O)[O-])cc2C(=O)N[C@@H](CO)C(=O)N[C@@H](Cc2ccc(O)cc2)C(=O)N1
0.89 | O=C(C1=C[C@@H](C2CCCCC2)C[C@@H](OCCCCO)O1)N1CCN(Cc2ccc3c(c2)OCO3)CC1
0.00093 | C#CCOCCOCCOCCNc1nc(N2CCN(C(=O)C([C@@H](C)CC)n3cc(C(N)CO)nn3)CC2)nc(N2CCN(C(=O)[C@H](CCC(=O)O)n3cc(C(N)Cc4ccc(O)cc4)nn3)CC2)n1 (stereo partly specified)
-0.32 | O=C(OCC#Cc1c(COC(=O)c2ccccc2)nnn1Cc1ccccc1)c1ccccc1
1.2 | CC(O)[C@H]1CNC(=S)N1CCc1cccc(F)c1 (stereo partly specified)
3.1* | CCCC[C@@H]1CCCO[C@@](C(=O)NCc2ccccn2)(C(F)(F)F)C1
-0.7 | COC(=O)C1=C(C)N(Cc2ccccc2)C(=O)N[C@H]1c1cccs1
-0.17 | CC(C)(C)OC(=O)[C@H](Cc1ccccc1)NC(=O)c1nc[nH]c1C(=O)N[C@@H](Cc1ccccc1)C(=O)OC(C)(C)C
0.13 | COCCN1C(=O)N[C@@H](c2cccc(F)c2)C(C(=O)OC)=C1C
0.8 | C[C@@H](CN1C2=NC[C@H](Cc3ccccc3)N2C[C@H]1Cc1ccc(O)cc1)NC(=O)CCC1CCCCC1
0.28 | CCOC(=O)c1cccc(NC(=O)c2ccc(F)cc2F)c1
1.3 | Cc1cccn2c(=O)c3cc(C(=O)NCc4ccco4)c(=N)n(CCc4ccccc4)c3nc12
0.21 | NC(=O)[C@@H]1CC2(CC(c3cccc(NC(=O)COc4ccc(Cl)cc4)c3)=NO2)CN1C(=O)COc1ccc(Cl)cc1 (stereo partly specified)
-0.57 | C=C1CCN([C@@H](Cc2ccccc2)C(=O)O)S(=O)(=O)c2ccccc21
0.15 | COC(=O)Nc1nc2ccc(Sc3ccccc3)cc2[nH]1
-0.88 | COC(=O)CCCC1=CC2=CC(=O)C(C)(OC(=O)c3cccs3)C(=O)C2=CN1Cc1ccco1 (stereo unspecified)
0.2 | CCO[C@@H]1OC(C(=O)N2CCN(Cc3ccc4c(c3)OCO4)CC2)=C[C@H](C2CCCCC2)[C@H]1CCCO
-0.4 | CCCCN1C(=O)C(=O)NC[C@@H]1C(C)O (stereo partly specified)
-0.3 | COc1cc2c(c(OC)c1OC)-c1c(cc3c(c1O)OCO3)C[C@@H](C)[C@@H](C)C2
0.3 | Nc1nc(Cl)nc2c1ncn2[C@H]1C[C@H](O)[C@@H](CO)O1
-0.91 | O=c1[nH]c2ccccc2n1CCCN1CCN(C(c2ccccc2)c2ccccc2)CC1
-0.095 | CC1=C(C(=O)OCc2ccccc2)C(c2ccc3c(c2)OCO3)NC(=O)N1CCCC(=O)O (stereo unspecified)
1.3 | O=C(C1=C[C@@H](c2coc3ccccc3c2=O)C[C@@H](OCc2ccc(CO)cc2)O1)N1CCOCC1
-1.2 | COC(=O)C1=C(C)NC(C)=C([N+](=O)[O-])C1c1ccccc1C(F)(F)F (stereo unspecified)
0.052 | COC(=O)C1=C(C(=O)OC)[C@@H]2N(C)c3ccc(OC)cc3[C@@]23C[C@@H](C(=O)OC)N(C(=O)c2cc(C)oc2C)C3=N1
-0.41 | COC(=O)C1N[C@@H]([C@@H](NC(=O)COc2ccccc2)C(=O)NCc2ccsc2)SC1(C)C (stereo partly specified)
-1.3 | COc1ccccc1CNC(=O)c1ccc(Br)o1
1.6 | Cc1ccc(Cn2c(C(CO)Nc3nc(-c4ccc(F)cc4)cs3)nc3ccccc32)cc1 (stereo unspecified)
1.1 | Nc1nc(SCC(=O)N2CCCCCC2)[nH]c(=O)c1NC(=O)c1ccco1
-0.33 | COc1ccc(C(CCN2CCCC(C)C2)c2c(OC)cc(OC)c3c2OC(=O)CC3c2cc(OC)c(OC)c(OC)c2)cc1 (stereo unspecified)
1.2 | COC(=O)[C@@]1(Cc2ccc(F)cc2)[C@@H]2[C@@H](CC(=O)[C@H]2CC(=O)C(=O)N(C)C)CN1C(=O)c1ccccc1
0.78 | C/C=C1\COC(C(=O)NCCN2CCCC2)(C(F)(F)F)C=C1C=C1CCCCC1 (stereo unspecified)
0.026 | C=CCSc1nnc2c(n1)-c1cccc3cccc-2c13
0.24 | OCCCc1ccc(O)c(O)c1
-0.53 | CSc1nc2cc(Oc3cccc(Cl)c3Cl)c(Cl)cc2[nH]1
0.25 | O=C(Nc1ccccc1)C1=C[C@@H](c2ccc3c(c2)OCO3)C[C@@H](OCCCCO)O1
0.77 | COc1ccc(CNC(=O)c2ccc(N3CCC4(CC3)CC(c3ccc(Cl)cc3)=NO4)c(N)c2)cc1
0.59 | CCC1=C(OC(=O)N(CC)CC)N2C(=O)OC(=NCC3CC3)[C@]2(Cc2ccccc2)[C@H]2C1=CC[C@H]1C(=O)N(CC)C(=O)[C@H]12
0.95 | Cc1ccc(C(=O)Nc2cccc(C(F)(F)F)c2)cc1Nc1ncnc2nc[nH]c12
-1 | CCCCOC(=O)c1cccnc1
2.7* | C#Cc1ccc([C@H]2C=C(C(=O)N3CCN(Cc4ccccc4)CC3)O[C@@H](OCC)[C@@H]2CCCO)cc1
0.2 | COc1c(Cl)cc(-c2noc(C)c2C(=O)NC(C)C)cc1Cl
-1 | CCOC(=O)CN1C(=O)N[C@@H](c2ccccc2)C(C(=O)OC)=C1C
-0.28 | COC(C[C@@H](O)[C@H](C)[C@H](O)COCc1ccccc1)OC
-0.8 | O=C(COCc1ccccc1)N[C@@H](Cc1ccc(O)cc1)C(=O)O
0.24 | CC[C@H](C)[C@@H](NC(=O)O[C@@H]1C(=O)c2cc(OC)ccc2O[C@H]1c1ccc(OC)c(Br)c1)C(=O)OC
1.5 | NC1=NC[C@H](c2ccccc2)N1CCc1cc(C(F)(F)F)cc(C(F)(F)F)c1
0.88 | c1cnc2c(c1)ccc1cccnc12
0.014 | C[C@@]12CCC=C[C@H]1[C@H](c1ccoc1)N(Cc1ccccc1)C2=O
-0.16 | COC(=O)N[C@H](CC(C)=O)c1ccccc1
0.29 | C=C(C)CSc1nc2c(c(=O)[nH]c(=O)n2C)n1Cc1ccccc1

Following part.
hDAT+cocaine | smiles
-0.019 | Cc1ccc(C(=O)N2CCC3(CC2)Oc2ccc(Cl)cc2C(=O)C32CC(c3ccccc3)=NO2)s1 (stereo unspecified)
0.66 | C[C@@H]1CC[C@]2(O[C@H](CCO)C[C@@H](O)[C@@H]2O)O1
0.042 | NC(=O)CC(NC(=O)Cc1ccc(Br)cc1)c1ccc(N2CCC(Br)CC2)c([N+](=O)[O-])c1 (stereo unspecified)
0.055 | Cc1cccc(N(C)C(=S)Oc2ccc3ccccc3c2)c1
-0.19 | CCCNC(=O)c1ccc2c(=O)c(O)c(-c3ccc(F)cc3)[nH]c2c1
-1.9 | COc1ccc(C2CC(=O)c3c(O)cc(O)cc3O2)c(CC=C(C)C)c1OC (stereo unspecified)
-0.39 | CC#CCN1c2ccccc2[C@]23C[C@@H](C(=O)OC)N(C(=O)c4ccc(Br)cc4)C2=NC(C(=O)OC)=C(C(=O)OC)[C@H]13
-1.2 | c1ccc(-n2ncc3c(NC4CCCCCC4)ncnc32)cc1
-0.16 | CC1CNc2c(cccc2S(=O)(=O)N[C@@H](CCCN=C(N)N)C(=O)N2CC[C@@H](C)C[C@@H]2C(=O)O)C1 (stereo partly specified)
0.94 | CCOC(=O)C1=C(COc2ccccc2)NC(=O)NC1c1ccc2ccccc2c1 (stereo unspecified)
-1.6 | CC(=O)c1ccc(OCc2ccccc2)c(C)c1O
-1.3 | CC1(C)c2[nH]c3ccccc3c2C[C@@H]2C(=O)N(c3cc(F)ccc3F)C(=O)N21
-2 | COC(=O)CCCC1=CC2=CC(=O)C(C)(OC(=O)c3cccs3)C(=O)C2=CN1c1cccc(C#N)c1 (stereo unspecified)
2.7* | CCc1ccc2ncc(C(=O)c3ccccc3)c(N3CCOCC3)c2c1
0.63 | C[C@H]1[C@H](C)CC[C@]2(C(=O)O)CC[C@]3(C)C(=CC[C@@H]4[C@@]5(C)C[C@@H](O)[C@H](O)C(C)(C)[C@@H]5CC[C@]43C)[C@H]12
1.1 | COc1cc2cc(Oc3ccc4ccc(=O)oc4c3)c(=O)oc2cc1OC(C)=O
-0.69 | CCCCCc1cc(=O)oc2c(C(CCN3CCCC(C)C3)c3ccc(N(C)C)cc3)c(OC)cc(OC)c12 (stereo unspecified)
0.02 | CC(C)(C)OC(=O)N1CCC2(CC1)Oc1ccc(Cl)cc1C(=O)C21CC(c2ccc(Cl)cc2)=NO1 (stereo unspecified)
-0.16 | C#CCOCCOCCOCCNc1nc(N2CCN(C(=O)[C@H](CCC(=O)O)n3cc(C(N)CO)nn3)CC2)nc(N2CCN(C(=O)[C@H](CCC(=O)O)n3cc(C(N)CO)nn3)CC2)n1 (stereo partly specified)
0.097 | Cc1ccc(CNC(=O)c2cc(-c3ccccc3)nn2CC2CC(c3cccnc3)=NO2)cc1 (stereo unspecified)
2 | O=C(C1=C[C@@H](c2csc3ccccc23)C[C@@H](OCCCCO)O1)N1CCN(Cc2ccc3c(c2)OCO3)CC1
-0.09 | CC(=O)c1ccc(-c2cc([C@H]3[C@H]4C=CC[C@@H](C)[C@@H]4C(=O)N3Cc3ccccc3)ccc2F)cc1
-0.57 | COC(=O)C1N[C@@H]([C@@H](NC(=O)COc2ccccc2)C(=O)NC2CC2)SC1(C)C (stereo partly specified)
0.18 | COc1cc(O)c(C(=O)/C=C/c2ccccc2)c(OC)c1
0.15 | CC(C)CC(COCc1cccc(Cl)c1)N1CCN(C(=O)c2cccc(C(F)(F)F)c2)CCC1=O (stereo unspecified)
-0.56 | CCN1C(=O)N[C@H](c2ccccc2)C(C(C)=O)=C1C
0.072 | Cc1ccccc1CNc1ccc(C(CC(N)=O)NC(=O)c2ccccc2)cc1[N+](=O)[O-] (stereo unspecified)
0.016 | COc1cc(C2CC(=O)c3c(O)cc(O)cc3O2)ccc1O (stereo unspecified)
-0.28 | CCN1CCN(Cc2ccc(NC(=O)c3ccc(C)c(NC(=O)C4=NN(c5ccccc5)C(=O)C4)c3)cc2C(F)(F)F)CC1
0.79 | O=C(NCCc1nc(-c2ccccc2)no1)c1ccccc1
-0.5 | CC1(c2nnc(-c3ccc(F)cc3)o2)CC(c2cccc(Cl)c2)=NO1 (stereo unspecified)
-1.5 | COc1ccccc1-c1cc(=O)c2c(O)ccc([N+](=O)[O-])c2o1
2.6 | O=c1c(-c2ccc(O)cc2)coc2cc(O)cc(O)c12
-0.73 | COC(=O)C1=C[C@@H](C(=O)OC)[C@@H]2C3=C(C(=O)C2(C)C)[C@H](c2ccccc2)[C@@H]2C(=O)N(C)C(=O)[C@@H]2[C@@H]3C1
1.2 | CC(O)[C@H]1CNC(=O)C(=O)N1CC1(c2ccccc2)CC1 (stereo partly specified)
0.27 | CC[C@@H](C)C(C(=O)N1CCN(C(=O)OC(C)(C)C)CC1)n1cc(-c2cn([C@@H](C)C(=O)N3CCN(C(=O)OC(C)(C)C)CC3)nn2)nn1 (stereo partly specified)
2 | CCC(C)[C@H]1CNC(=S)N1CCc1cc(C(F)(F)F)cc(C(F)(F)F)c1 (stereo partly specified)
-0.94 | COCOc1cc(O)c(C(=O)/C=C/c2ccccc2)c(OCOC)c1

As a working copy, part of the list above:
hDAT+cocaine | smiles
0.072 | Cc1ccccc1CNc1ccc(C(CC(N)=O)NC(=O)c2ccccc2)cc1[N+](=O)[O-] (stereo unspecified)
0.016 | COc1cc(C2CC(=O)c3c(O)cc(O)cc3O2)ccc1O (stereo unspecified)
-0.28 | CCN1CCN(Cc2ccc(NC(=O)c3ccc(C)c(NC(=O)C4=NN(c5ccccc5)C(=O)C4)c3)cc2C(F)(F)F)CC1
0.79 | O=C(NCCc1nc(-c2ccccc2)no1)c1ccccc1
-0.5 | CC1(c2nnc(-c3ccc(F)cc3)o2)CC(c2cccc(Cl)c2)=NO1 (stereo unspecified)
-1.5 | COc1ccccc1-c1cc(=O)c2c(O)ccc([N+](=O)[O-])c2o1
2.6 | O=c1c(-c2ccc(O)cc2)coc2cc(O)cc(O)c12
-0.73 | COC(=O)C1=C[C@@H](C(=O)OC)[C@@H]2C3=C(C(=O)C2(C)C)[C@H](c2ccccc2)[C@@H]2C(=O)N(C)C(=O)[C@@H]2[C@@H]3C1
1.2 | CC(O)[C@H]1CNC(=O)C(=O)N1CC1(c2ccccc2)CC1 (stereo partly specified)
0.27 | CC[C@@H](C)C(C(=O)N1CCN(C(=O)OC(C)(C)C)CC1)n1cc(-c2cn([C@@H](C)C(=O)N3CCN(C(=O)OC(C)(C)C)CC3)nn2)nn1 (stereo partly specified)
2 | CCC(C)[C@H]1CNC(=S)N1CCc1cc(C(F)(F)F)cc(C(F)(F)F)c1 (stereo partly specified)
-0.94 | COCOc1cc(O)c(C(=O)/C=C/c2ccccc2)c(OCOC)c1

Screens (PubChem BioAssay)
